Source: PubChem BioAssay (Broad Institute)
CFTR F508del cor – F508del CFTR correction, initial screen, CFBE line, single point; CFBE cells, YFP halide quenching; stimulated with forskolin plus potentiator P3; % fluorescence drop versus neutral controls; activity (quench increase), % at 7.58 µM; 350,000 tested, 0.36% active; AID 720511, 2013;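 active = mean added fluorescence quench of at least 8% versus neutral control, with both replicates also reaching 8%; inconclusive = only one of the mean or replicate conditions met; inactive = mean below 8% and not both replicates reaching 8%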;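 also: cells transiently co-express mutant CFTR-F508del with the halide-sensitive YFP; corrector assay measuring rescue of mutant channel to the surface after 24 h compound exposure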
DENV2 CPE – inhibitors of DENV2 cytopathic effect, primary screen, cell-based, plate reader, single concentration; DENV2-infected cells, cytopathic effect rescue; CPE inhibition, % at 9.99 µM; 350,000 tested, 1.7% active; AID 651640, 2012; in the data active = CPE inhibition above about 20%, passing the limit was not always enough; inconclusive = no clear call, values can overlap the other calls; tested in BHK-21 cells;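 also: 0% = median of neutral control wells and 100% = median of positive control wells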
miR122 inh – miR-122 Renilla sensor signal increase in Huh7, primary screen, miR-122 inhibitor project, cell-based, single point, plate reader | Huh7 miR-122 Renilla luciferase sensor, 48 h; neutral wells = 0, positive control = 100 | activation (reporter increase), % at 12.5 µM | 340,000 tested, 0.3% active | AID 602342, 2012;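 active = mean replicate activation score at least 90 and every replicate individually at or above 90; inconclusive = only one of the two criteria met; inactive = neither criterion met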;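 also: higher luciferase means less miR-122 activity so hits act as miR-122 inhibitors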
INS-1E GSIS act – GLuc luminescence reporter in INS-1E cells, primary screen for activators of glucose-dependent secretion of insulin. AID 743287, 2014. INS-1E GLuc reporter insulin secretion, 2-3 h. 370,000 tested, 0.61% active. activation, % at 16.6 µM;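 active = lowest replicate activation of at least 40%, so every replicate reaches that level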;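 also: 0% = median of neutral control wells and 100% = median of IBMX positive control wells; some compounds called inactive have numbers as strong as hits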
EWS-Fli block – EWS/Fli-driven NR0B1 reporter inhibitors, primary screen, A673 cells, NR0B1 luciferase, luminescence, MLPCN library. viability-normalised. inhibition, % at 12.6 µM. 350,000 tested, 0.67% active;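 active = mean inhibition of at least 50% after viability correction, with every replicate also passing that limit; inconclusive = mean reaches 50% but only one of two replicates passes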;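 also: firefly luciferase signal divided by Alamar Blue viability fluorescence both relative to DMSO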
FN deposit inh – inhibitors of fibronectin matrix deposition, primary screen, AH1F cells, Alexa488-fibronectin fluorescence, plate reader; AH1F fibroblasts, overnight; inhibition, % at 12.6 µM; 350,000 tested, 0.086% active; AID 743247, 2014;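 active = mean inhibition across replicates of 30% or more, regardless of how many single replicates reach that level; inconclusive = mean under 30% yet at least half of replicates reach 30%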;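 also: positive control wells lacked labelled fibronectin entirely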
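Assay system: AH1F fibroblast monolayer, labelled fibronectin deposition. Amount: 10000 cells per well. Also added: labelled fibronectin 24 nM. Compound: single-point pinned compound. Incubation: cell attachment 1 h, compound and FN exposure overnight. Detection: fluorescence after three HBSS washes, excitation 485 nm, emission 525 nm. Read-out: inhibition of fibronectin deposition signal.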
PAX8 inh HTS – inhibitors of PAX8-driven TPO luciferase reporter, primary screen, RMG-I cells, single concentration; SteadyGlo, 24 h; inhibition, % at 12.6 µM; 360,000 tested, 1.2% active; AID 652154, 2013;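 active = mean replicate inhibition at least 60% with every replicate also reaching 60%; inconclusive = only one of the two criteria is met; inactive = mean below 60% and not all replicates reaching 60%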;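 also: luciferase light reporting Pax8 driven TPO promoter activity; plate controls were median of neutral control wells for no effect and mitoxantrone controls for full effect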
* = called active by the depositor; ? = inconclusive; . = not tested or not shown; & = joins results of further samples; [ ] = another dose, or the depositor's remark.

A first look (2 entries):
SMILES | CFTR F508del cor | DENV2 CPE | miR122 inh | INS-1E GSIS act | EWS-Fli block | FN deposit inh | PAX8 inh HTS
Cc1ccc(/C=N/Nc2ccc(Cl)c(C(=O)O)c2)s1 | . | . | . | 19.7 | . | -0.7 | -76.6
Cc1csc(-c2cnn(-c3ccccc3)c2NC(=O)c2cccc(C(F)(F)F)c2)n1 | . | . | 10.4 | . | . | -12.1 | 13.1

Results, previewed entries included:
SMILES | CFTR F508del cor | DENV2 CPE | miR122 inh | INS-1E GSIS act | EWS-Fli block | FN deposit inh | PAX8 inh HTS
Cc1ccc(/C=N/Nc2ccc(Cl)c(C(=O)O)c2)s1 | . | . | . | 19.7 | . | -0.7 | -76.6
Cc1csc(-c2cnn(-c3ccccc3)c2NC(=O)c2cccc(C(F)(F)F)c2)n1 | . | . | 10.4 | . | . | -12.1 | 13.1
COc1ccc(NC(=S)N2CCN(S(=O)(=O)c3ccccc3)CC2)cc1OC | 2.8 | 0.0 | . | 5.6 | 11.7 | . | -0.1
Cc1cc(C)c(S(=O)(=O)c2ccc(F)cc2C)c(=O)[nH]1 | 1.9 | 7.7 | -0.3 | 10.3 | 5.1 | 1.2 | 3.5
CCC(C(=O)NCc1ccco1)N(C(=O)CNS(=O)(=O)c1ccc(C)cc1)c1ccccc1F (stereo not drawn) | 2.6 | -2.8 | -3.1 | 2.8 | -3.1 | -1.7 | 4.2
CCc1nnc(NC(=O)c2cccc(C(=O)Nc3nnc(CC)s3)n2)s1 | 7.3 | -3.1 | -1.7 | -2.6 | 10.7 | 10.2 | 25.5
CCOC(=O)c1c(-c2cccs2)csc1NC(=O)c1ccco1 | . | . | -3.9 | . | . | 2.6 | -11.2
COc1ccc(OC)c(CN2C(=O)CCC2(C)c2nnnn2-c2c(C)cccc2C)c1 (stereo not drawn) | -1.1 | -7.3 | . | 0.7 | -30.8 | 0.0 | -15.5
COc1ccccc1-c1ccc2n(c1=O)C[C@@H]1[C@@H](CO)[C@H](C(=O)N[C@H](C)c3ccccc3)[C@H]2N1C | -0.1 | 2.2 | 8.7[16.7 µM] | -11.4 | -1.4 | . | -4.9
COc1ccc2c3c(n(C)c2c1)[C@H](CO)N(C(=O)C1CC1)CC31CCN(C(=O)CN(C)C)CC1 | -3.0 | 11.0 | . | 28.4 | 4.6 | -2.3 | .
CCN(C1CCS(=O)(=O)C1)S(=O)(=O)c1cc(C)ccc1C (stereo not drawn) | 1.2 | . | . | 0.9 | -0.8 | 2.8 | -9.1
COc1ccc2[nH]c(=O)c(C3c4cc(OC)c(OC)cc4CCN3C(=O)c3ccco3)cc2c1 (stereo not drawn) | 3.6 | 2.8 | 5.0 | 4.5 | 16.7 | 5.8 | 4.0
Cc1ccc(-n2c(-c3ccc(Br)cc3)n[nH]c2=S)c(C)c1 | 0.3 | -1.5 | -2.0 | 49.2 | 12.0 | -2.7 | -8.6
CC(=O)Nc1ccccc1S(=O)(=O)CC1CC1(Cl)Cl (stereo not drawn) | -2.3 | ? | -0.5 | 30.7 | 1.1 | -0.8 | -25.8
COc1ccc(CNC(=O)C2CCCN2CCc2ccccc2)cc1OC (stereo not drawn) | -0.7 | 0.7 | . | 19.8 | -9.1 | . | 3.9
C[C@H](CO)N1C[C@H](C)[C@@H](CN(C)Cc2ccncc2)Oc2c(NC(=O)CCCCCC(=O)Nc3ccccc3N)cccc2C1=O | -0.5&3.9 | 0.3&12.8 | -3.5[16.7 µM] | -9.9&6.2 | -6.8&-20.3 | 6.7 | 0.2
CO[C@H]1CN(C)C(=O)c2ccc(NS(C)(=O)=O)cc2OC[C@H](C)N(C(=O)NC(C)C)C[C@@H]1C | -2.0 | 7.6 | . | 1.7 | 3.2 | 5.9 | .
O=C(CN1CCN(S(=O)(=O)c2cccs2)CC1)NCC1CCCCC1 | -4.1 | -6.8 | -1.0 | -1.2 | 0.7 | -4.6 | 2.4
COc1cc(NC(=O)COC(C)=O)c(C)cc1[N+](=O)[O-] | 2.3 | -11.9 | -19.1 | -0.9 | -5.1 | 5.2 | -11.3
COC(=O)C[C@@H]1CC[C@H]2[C@H](COc3ccc(NC(=O)c4ccc(OC)cc4)cc3C(=O)N2C)O1 | -0.4 | ? | 25.0[16.7 µM] | -8.4 | -66.9 | 7.6 | -16.6
N#Cc1cc2c(nc1SCc1ccc(Cl)cc1)CCCC2 | -2.0 | 2.4 | . | 5.4 | -18.2 | . | .
CCC(=O)N(C)C[C@@H]1Oc2cc(-c3ccccc3C)ccc2S(=O)(=O)N([C@H](C)CO)C[C@@H]1C | 0.9 | -5.5 | 13.5[16.7 µM] | 22.4 | -12.2 | . | .
COc1ccccc1C(=O)N=c1sc2c(C)ccc(OC)c2n1C | 2.5 | 5.3 | 20.9 | 6.4 | -104.0 | 1.7 | -54.6
CC(C)CNC(=S)N1CCN(C(c2ccccc2)c2ccccc2)CC1 | . | -4.4 | . | -18.1 | 8.7 | -5.2 | -9.1
O=C(C[C@H]1C=C[C@H](NC(=O)CN2CCOCC2)[C@@H](CO)O1)NCc1cccc(F)c1 | -3.1 | 2.1 | 13.8[16.7 µM] | 8.7 | 6.7 | -4.0 | 1.4
CCN(Cc1ccccc1)C(=O)c1cc(S(=O)(=O)N2CCOCC2)ccc1N1CCCC1 | 1.2 | 0.3 | . | -10.1 | 1.5 | 3.3 | -6.5
O=C(Cc1cccc(NC(=O)C2CCN(C(=O)CCc3ccccc3)CC2)c1)Nc1cccc(C(=O)N2CCOCC2)c1 | -0.1 | 3.5 | 3.0 | -18.4 | -9.7 | 9.8 | 22.7
COC(=O)c1nn(-c2cccc(C(F)(F)F)c2)ccc1=O | 5.0 | 9.3 | 1.3 | 15.2 | 9.1 | -11.5 | 10.3
O=C(NCc1ccccc1)[C@@H]1CCCN1C(=O)[C@@H](NS(=O)(=O)c1ccc(F)cc1F)C1CCCCC1 | -2.0 | -4.0 | . | -8.2 | 1.7 | -2.2 | 10.1
COc1ccccc1C(=O)NNS(=O)(=O)c1ccc(F)cc1 | 3.5 | -1.7 | 6.0 | -1.4 | 10.8 | -2.2 | 5.5
COc1ccc(C(=O)c2c(-c3ccc(OC)cc3)oc3ccc(-c4cc(OC)c(OC)c(OC)c4)cc23)cc1 | -1.1 | ? | . | 1.3 | 25.4 | -1.5 | 34.5
C[C@@H]1CN([C@H](C)CO)C(=O)c2cc(NS(C)(=O)=O)ccc2O[C@H]1CN(C)Cc1ccc(-c2ccccc2)cc1 | -2.4 | -10.3 | -10.7[16.7 µM] | 3.4 | 14.5 | 13.8 | 0.8
C/C(=C\c1ccccc1)C(=O)N1CCC=CC1=O | 3.4 | 1.0 | . | . | 55.4* | . | 20.3
CCC1=C(OC(=O)N(CC)CC)N2C(=O)OC(=NCCc3c[nH]c4ccccc34)[C@]2(Cc2ccccc2)[C@H]2C1=CC[C@H]1C(=O)N(C)C(=O)[C@H]12 | -2.4 | -7.1 | 0.3 | . | 5.6 | -5.1 | 5.9
CCN1C(=O)[C@H]2[C@@H](c3ccc(C)cc3)N3C(=O)N(c4cccc(Br)c4)C(=O)[C@@]3(C)[C@H]2C1=O | -0.8 | -9.1 | -3.1 | -23.6 | -14.5 | -3.2 | 4.9
C[C@@H]1CN([C@@H](C)CO)C(=O)c2cc(NS(=O)(=O)c3ccccc3)ccc2O[C@@H](C)CCCCO[C@@H]1CN(C)Cc1ccc(C(F)(F)F)cc1 | 1.9 | 6.1 | -7.6[16.7 µM] | -13.1 | -9.4 | -1.6 | 106.2*
NC(=O)c1ccccc1OCc1nc2ccccc2s1 | 2.9 | -5.2 | -1.7 | . | -85.7 | -1.9 | -74.9
O=C(NCCO)/C(=C\c1cccs1)NC(=O)c1cccs1 | . | . | . | 4.1 | . | 5.2 | 2.2
CCC(=O)N1[C@H](CO)[C@H](c2ccc(C3=CCCC3)cc2)[C@H]1CNCC1CCCC1 | 2.2 | -1.2 | . | 9.9 | -1.9 | . | .
CN1CCN(C(=O)Nc2ccc([N+](=O)[O-])cc2)CC1 | 2.1 | -3.7 | -0.1 | -14.2 | -7.3 | 13.0 | 5.9
CC(C)[C@H](NC(=O)c1c(F)cccc1F)C(=O)OCC(=O)NC(=O)NC1CCCC1 | 1.8 | 1.5 | 2.2 | 1.5 | 1.2 | -1.1 | 2.4
CCC1CCCCN1C(=O)CSc1nnc(CNC(=O)c2c(F)cccc2Cl)o1 (stereo not drawn) | -0.3 | -0.5 | -1.6 | -1.3 | . | -1.8 | 10.2
Cc1cc(C(=O)Nc2cccc3c2O[C@H](CN(C)S(C)(=O)=O)[C@@H](C)CN([C@H](C)CO)C3=O)n(C)n1 | -2.5 | 13.8 | -3.2[16.7 µM] | 2.2 | 0.0 | . | .
COc1ccc(S(=O)(=O)N(C)C[C@@H]2Oc3ccc(NC(=O)Nc4ccccc4)cc3CC(=O)N([C@@H](C)CO)C[C@@H]2C)cc1 | -1.1 | -6.1 | -2.6[16.7 µM] | -29.5 | 2.9 | 6.4 | 25.2
CCC(C(=O)OCc1csc(CC(=O)Nc2ccccc2C)n1)c1ccccc1 (stereo not drawn) | -2.1 | 18.3 | . | -12.7 | 5.9 | -10.9 | 10.6
CCOc1ccccc1N1CCN(C(=O)CCNS(=O)(=O)c2ccccc2F)CC1 | 1.6 | 1.0 | -3.9 | -1.8 | 0.8 | -3.7 | 11.9
C[C@H](CO)N1C[C@H](C)[C@H](CN(C)Cc2ccc3c(c2)OCO3)Oc2c(NC(=O)Nc3ccc4c(c3)OCO4)cccc2C1=O | 2.0 | -6.4 | 32.2[16.7 µM] | -5.1 | 3.4 | . | 2.0
CC1CC1C(=O)OCC(=O)NC(=O)c1ccc(C(C)(C)C)cc1 (stereo not drawn) | 2.2 | -9.2 | -4.0 | -5.7 | -6.1 | 4.0 | -7.5
COc1ccnc2c1c(=O)n(Cc1c(F)cccc1Cl)c(=O)n2C | -3.2 | 0.8 | -1.1 | 20.0 | -26.8 | 2.3 | 10.4
C=CCNc1nc(Cl)nc(Nc2ccc(OC)cc2OC)n1 | -1.0 | 4.3 | 5.0 | 21.9 | -5.8 | -4.2 | 5.4
CCCNC(=O)C[C@H]1CC[C@H]2[C@H](COc3ccc(NC(=O)Nc4cccc(C)c4)cc3C(=O)N2C)O1 | 2.9 | 3.8 | 20.7[16.7 µM] | -4.7 | -7.0 | . | 10.0
COC(=O)c1ccccc1NC(=O)CCc1ccccc1 | . | -11.1 | -1.7 | -8.0 | -44.7 | 3.8 | 5.8
COCCOC(=O)N1C(=O)[C@@]2(c3ccccc31)[C@H](c1ccccc1OCCO)N1[C@H](c3ccccc3)[C@H](c3ccccc3)OC(=O)[C@H]1[C@@H]2C(=O)N1CCCCCCC1 | 4.0 | 1.1 | . | . | 3.2 | . | 43.7
COc1ccccc1-n1c(C)cc(/C=C2\C(=N)N3N=C(CC(=O)N4CCOCC4)SC3=NC2=O)c1C | -3.1 | 3.6 | -2.7 | -6.0 | . | 0.9 | 4.0
CCC(Oc1ccccc1F)C(=O)NCCN1CCOCC1 (stereo not drawn) | 0.1 | 0.2 | . | -11.7 | -2.5 | -4.2 | -7.4
CCOC(=O)C1CCCN(C(=O)c2ccc3c(c2)OCCO3)C1 (stereo not drawn) | 2.6 | 0.5 | -4.7 | 9.7 | 0.8 | -3.3 | -1.4
CN1CCN(S(=O)(=O)c2ccc(N3CCN(S(=O)(=O)/C=C/c4ccccc4)CC3)nc2)CC1 | . | . | -1.4 | . | . | 9.2 | -9.9
